High-throughput results deposited in PubChem by several laboratories.
AID2073: disruptors of CaV2.2 binding to Mint1 – biochemical, HTRF (AID 2073); inhibition, % at 20 µM; hits with a dose series show IC50 in µM; actives 0.19% (n = 290,000); HTRF protein-protein interaction, Mint1-CaV2.2; higher % means a stronger effect; in the data active = inhibition mostly above about 51%, no sharp cut-off; inconclusive = no clear call, values can overlap the other calls; inactive = mostly below about 53%; note: some results filed as inactive read as strong as hits
KOR beta-arrestin-1: kappa opioid receptor activators – cell-based, luminescence, uHTS, primary screen (AID 1777). KOR beta-arrestin recruitment, luminescence; higher % means a stronger effect. activation, % at 10 µM, or EC50 in µM where a hit was titrated. actives 0.02% (n = 280,000); in the data active = activation above about 50%, passing the limit was not always enough; note: a part of the inactive calls stands beside numbers as strong as those of hits
West Nile virus CPE: West Nile virus antiviral activity, cell-based, CPE readout (AID 1621); West Nile virus-infected cells, CPE inhibition; higher % means a stronger effect; CPE inhibition, % at 10 µM, or IC50 in µM where a hit was titrated; actives 0.02% (n = 290,000); in the data active = a potency from the dose series; inconclusive = CPE inhibition mostly from about 3.7% at the one dose, without a potency; inactive = the rest, 99 in 100 with CPE inhibition below about 2.2%; note: strong numbers were not always called active
HIV peptide binding: inhibitors of HIV fusion peptide binding, primary screen, biochemical, uHTS, fluorescence dequenching (AID 1986) | cell-free peptide binding, fluorescence dequenching, 30 min; higher % means a stronger effect | inhibition, % at 20 µM, or IC50 in µM where a hit was titrated | actives 0.3% (n = 290,000); in the data active = inhibition mostly above about 52%, no sharp cut-off; inactive = mostly below about 76%; note: some results filed as inactive read as strong as hits
NOD1 inhibition: inhibition of NOD1-driven NF-kB reporter – cell-based, luminescence, uHTS, primary screen (AID 1578) | NOD1-driven NF-kB luciferase reporter cells, luminescence; higher % means a stronger effect | inhibition, % at 4 µM; hits with a dose series show EC50 in µM | actives 1% (n = 290,000); in the data active = inhibition mostly above about 36%, no sharp cut-off; inactive = mostly below about 34%;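 note: HEK-293T reporter cells stimulated with the NOD1 agonist gamma-tri-DAP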
KOR beta-arrestin-2: KOR antagonists, beta-arrestin recruitment, cell-based, luminescence, uHTS (AID 1778) | KOR beta-arrestin recruitment, luminescence, antagonist mode; higher % means a stronger effect | one-dose inhibition, % at 10 µM; IC50 in µM for titrated hits | actives 0.091% (n = 290,000); note: strong numbers were not always called active
NS5 inhibitors: flavivirus cap methylation enzyme inhibition – biochemical, confirmation dose response, primary screen (AID 588689) | inhibition, % at 25 µM, or IC50 in µM where a hit was titrated | actives 0.3% (n = 340,000) | Dengue-2 NS5 methyltransferase capping enzyme assay, biochemical; higher % means a stronger effect; in the data active = a potency from the dose series; inconclusive = inhibition above about 29% without an active follow-up result
Yfh1-off respiration: enhancers of respiration in Yfh1-depleted yeast, dose response, Friedreich's ataxia, plus single-dose screen (AID 1465) | fold induction at 50 µM; hits with a dose series show EC50 in µM | S. cerevisiae Yfh1-off respiration, WST-1 reduction, 72 h; higher fold induction means a stronger effect | actives 0.074% (n = 220,000);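 active = fold induction of absorbance versus untreated yeast above a set limit, then at least 30% activation at any dose in follow-up; inconclusive = repeats straddling the limit, or above it without dose testing; inactive = fold induction below the set limit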;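 note: activators that raise dye reduction in frataxin-depleted yeast; strong numbers were not always called active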
HEK293 NOD2/NF-kB: NOD2 signaling inhibitors, cell-based, luminescence, uHTS, HEK293 (AID 1566); HEK293 NOD2/NF-kB luciferase reporter, luminescence; higher % means a stronger effect; inhibition, % at 4 µM; hits with a dose series show EC50 in µM; actives 0.63% (n = 290,000); note: many of its hits are not listed in these tables
An asterisk follows results filed as active; i = inactive; ? = inconclusive; . = no result given; [ ] = another dose, or the depositor's remark. Cut-off read from the data, not from the text of the source, unless noted: active = inhibition above about 50%; inactive = the rest. Some of the compounds tested; count on the stated rates, not on these rows.

| molecule | AID2073 | KOR beta-arrestin-1 | West Nile virus CPE | HIV peptide binding | NOD1 inhibition | KOR beta-arrestin-2 | NS5 inhibitors | Yfh1-off respiration | HEK293 NOD2/NF-kB |
| --- | --- | --- | --- | --- | --- | --- | --- | --- | --- |
| CCC(=O)Nc1c2c(nn1-c1ccc(F)cc1)CS(=O)C2 (configuration not stated) | -2% | 0.7% | -0.1% | -1.5% | -1% | -9% | -3% | i | -4% |
| C=CCSc1nc2ccccc2c(=O)n1Cc1ccccc1 | -13% | 5.6% | -0.4% | -0.6% | 21% | -22% | -4% | i | -3% |
| C/C(=N/Nc1nc(C)cc(C)n1)c1ccc(Br)cc1 | -1% | -5.2% | -1.8% | -1.4% | -20% | -42%[20 µM] | 12% | . | 15% |
| COc1cc(/C=C2\N=C(C)OC2=O)cc(Cl)c1OC(C)=O | 16% | -0.2% | 0.1% | 3.8% | 2% | -6% | -22% | . | 11% |
| CN(C)c1ccc(/C=C/c2nc3ccccc3c(=O)n2-c2ccc(C(=O)O)cc2)cc1 | 16% | -2.3% | -0.1% | 176% | -13% | -4% | ? | . | 18% |
| Cc1ccc(OCC(=O)NCCNC(=O)c2cccnc2)cc1C | 6% | -0.2% | -0.2% | 0.9% | 5% | -4% | -11% | . | 15% |
| COC(=O)c1c(NC(=O)C2CCCCC2)sc2c1CCN(C(C)C)C2 | -6% | -3.1% | -0.1% | -0.1% | -7% | -15%[20 µM] | -3% | . | 14% |
| Cc1c(C(=O)c2ccc(Br)cc2)c(=O)n(C)c(=O)n1C | 0% | -2.8% | -0.5% | 0.4% | -8% | -11%[20 µM] | -5% | i | 14% |
| O=C(NCc1ccccn1)c1ccccc1-c1ccccc1 | 1% | -2.3% | 0.2% | -1.0% | -28% | -1% | -6% | i | 7% |
| CCOc1ccc(-n2c(C)cc(/C=N\NC(=O)CC(=O)NC3CCCCC3)c2C)cc1 | -1% | -2.8% | -1.6% | 1.7% | 3% | 10% | -12% | i | 19% |
| CCN(CC)CCN(C(=O)c1ccc(S(=O)(=O)N(CC)c2ccccc2)cc1)c1nc2c(OC)ccc(OC)c2s1 | 5% | 1.9% | -0.3% | 2.0% | -12% | 6% | -5% | . | 1% |
| CCC(=O)Nc1sc(Cc2ccccc2)c(C)c1C(N)=O | -6% | 2.3% | -0.7% | -1.7% | -26% | -20% | 1% | i | 19% |
| Nc1ccccc1Nc1cccc(C(F)(F)F)c1 | -14% | -0.4% | -1.6% | -4.0% | 20% | 22% | -7% | i | 22% |
| Cc1cc(SCc2c(F)cccc2Cl)nc(=O)[nH]1 | -5% | -0.6% | 0.1% | 2.5% | -15% | -15% | -10% | . | -15% |
| CCn1c(O)c(/C=C2\C=NN=C2c2ccccc2)sc1=S | 17% | -1.2% | 0.3% | -0.5% | 6% | 31% | 2% | i | 14% |
| Cc1nc2ccc(C(=O)OCc3ccccc3Br)cc2nc1C | 9% | 1.6% | -0.8% | 5.7% | -37% | -26% | -6% | i | -16% |
| CCOC(=O)c1nn(-c2cccc(Cl)c2)c(C)c1C(C)=O | 2% | 14% | -0.5% | -2.0% | -2% | -14% | -2% | i | -5% |
| COc1ccccc1OCC(=O)Nc1cccc(-c2nnc(-c3ccco3)o2)c1 | 2% | 4.1% | 0.8% | 0.8% | -32% | -19% | -6% | i | -8% |
| CCCn1c(SCC(=O)c2cc(C)c(C)cc2C)n[nH]c1=O | -17% | -4.0% | -0.2% | -1.3% | 8% | -8% | 1% | i | 10% |
| O=C(c1ccc(OC2CCN(Cc3cccc(OCCO)c3)CC2)cc1)N1CCCC1 | 6% | -21% | -0.2% | 1.0% | 16% | -14% | -2% | . | -4% |
| CC(C)n1nnnc1SCC(=O)NCc1cccs1 | 2% | 3.0% | 0.4% | 20% | 16% | -1% | -9% | i | 10% |
| CCCn1nc(C(=O)NCCc2ccc(S(N)(=O)=O)cc2)c2ccccc2c1=O | -8% | 9.4% | 0.3% | 0.7% | -9% | -5% | 0% | i | -19% |
| CC(=O)Nc1ccc(C(=O)n2cnc3cc(C)c(C)cc32)cc1 | 1% | -0.4% | 0.7% | 1.7% | 3% | -23% | . | i | 23% |
| O=C(CSc1nc2nccnc2c(=O)n1Cc1cccs1)Nc1ccccc1 | 3% | 1.4% | 0.7% | -0.8% | -14% | -29% | -1% | . | -5% |
| COc1ccc(N2C(=O)CCC(C(=O)O)C2c2ccccc2OC)cc1 (configuration not stated) | -1% | 1.0% | 0.3% | -0.1% | -10% | 18% | -2% | i | 14% |

Gathered by group: the entries above containing a thiophene ring, fused or not (4)
| molecule | AID2073 | KOR beta-arrestin-1 | West Nile virus CPE | HIV peptide binding | NOD1 inhibition | KOR beta-arrestin-2 | NS5 inhibitors | Yfh1-off respiration | HEK293 NOD2/NF-kB |
| --- | --- | --- | --- | --- | --- | --- | --- | --- | --- |
| COC(=O)c1c(NC(=O)C2CCCCC2)sc2c1CCN(C(C)C)C2 | -6% | -3.1% | -0.1% | -0.1% | -7% | -15%[20 µM] | -3% | . | 14% |
| CCC(=O)Nc1sc(Cc2ccccc2)c(C)c1C(N)=O | -6% | 2.3% | -0.7% | -1.7% | -26% | -20% | 1% | i | 19% |
| CC(C)n1nnnc1SCC(=O)NCc1cccs1 | 2% | 3.0% | 0.4% | 20% | 16% | -1% | -9% | i | 10% |
| O=C(CSc1nc2nccnc2c(=O)n1Cc1cccs1)Nc1ccccc1 | 3% | 1.4% | 0.7% | -0.8% | -14% | -29% | -1% | . | -5% |

Continued:
| molecule | AID2073 | KOR beta-arrestin-1 | West Nile virus CPE | HIV peptide binding | NOD1 inhibition | KOR beta-arrestin-2 | NS5 inhibitors | Yfh1-off respiration | HEK293 NOD2/NF-kB |
| --- | --- | --- | --- | --- | --- | --- | --- | --- | --- |
| COc1ccc(C(=O)NCc2ccc(S(N)(=O)=O)cc2)cc1[N+](=O)[O-] | 0% | 0.3% | 0.1% | -1.6% | -35% | 7% | -1% | i | -1% |
| CCOc1ccccc1OCc1nn2c(-c3ccc(C)cc3)nnc2s1 | ? | -3.4% | -0.5% | 2.5% | 1% | -18% | 1% | i | 16% |
| CCOc1ccc(NS(=O)(=O)c2ccc(C(=O)N3CCCCC3)cc2)cc1 | 4% | 5.3% | -1.1% | 0.9% | 28% | -24% | -5% | . | 34% |
| Cc1nnc2nc(-c3ccccc3)nc(-c3ccccc3)n12 | -1% | 1.3% | -0.2% | -0.1% | -6% | -2% | -3% | i | 28% |
| O=C(Nc1ccccc1C(=O)O)c1cc(S(=O)(=O)N2CCOCC2)c(Br)s1 | 10% | 6.3% | 0.2% | 11% | -74% | -8% | -6% | . | 11% |
| CN(C)S(=O)(=O)N1CCN(c2ccc([N+](=O)[O-])c(N3CCCCC3)c2)CC1 | -2% | -5.0% | -0.4% | -0.7% | -47% | 6% | -7% | i | -7% |
| O=C(NCc1ccco1)C1CCC(CNS(=O)(=O)c2cccc3cccnc23)CC1 (configuration not stated) | -4% | 5.9% | -0.5% | -0.9% | -11% | 6% | 1% | i | 5% |
| COc1cc(C2NC(=O)c3ccccc3O2)ccc1OC(C)C (configuration not stated) | 9% | -1.1% | 0.2% | -0.7% | -4% | -6%[20 µM] | -3% | . | 15% |
| CCOc1ccc(N2C(=O)CC(N(O)c3ccccc3)C2=O)cc1 (configuration not stated) | -7% | -5.5% | . | 0.8% | -23% | 4% | 3% | . | -19% |
| COc1ccc(-c2nnc3n2CCCCC3)cc1OC | 10% | -4.1% | -0.1% | 0.4% | -12% | 2% | 2% | . | 6% |
| O=C(NCCNc1ccc([N+](=O)[O-])cc1)c1ccccc1Br | -8% | 1.3% | -0.6% | -1.4% | -3% | -4% | 1% | i | -10% |
| CC(C(=O)c1ccccc1)n1c(N2CCOCC2)nc2c1c(=O)n(C)c(=O)n2C (configuration not stated) | -3% | 7.9% | 0.5% | 0.7% | -8% | -17% | -10% | i | -10% |
| C=CCNC(=O)NC(=O)COC(=O)c1cccnc1SC | -1% | 5.0% | 0.2% | 17% | 0% | 3% | -3% | i | 10% |
| NC(=O)C1CCN(CC(O)CSc2ccccc2)CC1 (configuration not stated) | 6% | -0.5% | -0.3% | -2.3% | 11% | -47% | -12% | i | -12% |
| O=C(C(O)c1ccccc1)N1N=C(c2ccccc2)CC1(O)C(F)(F)F (configuration not stated) | 8% | -3.1% | -0.3% | 1.4% | -30% | -35%[20 µM] | 2% | . | 13% |
| O=C(CCc1nc2ccccc2c(=O)[nH]1)N1CCN(S(=O)(=O)c2cccc(F)c2)CC1 | 3% | -0.7% | 1.7% | 1.3% | -26% | -10% | -6% | . | -3% |
| O=C(c1ccccc1)c1ccc(OCCO)cc1 | -1% | -0.6% | -0.4% | -0.4% | -12% | -18% | -9% | i | 13% |
| CC(NC(=O)c1ccccc1)C(=O)OCC(=O)c1ccc(Br)cc1 (configuration not stated) | -4% | 5.2% | -0.3% | 1.4% | -11% | 8%[20 µM] | 1% | . | 14% |
| CC(C)C(=O)Nc1cc(S(=O)(=O)Nc2ccc(Cl)cc2)ccc1Cl | 6% | 0.1% | -0.5% | 1.4% | 10% | -30% | 5% | i | 3% |
| CC(C)c1nc2sc3c(SCC(=O)NCc4ccco4)ncnc3c2c2c1CCC2 | 26% | -7.6% | 0.3% | -3.2% | 21% | 9% | 16% | i | 18% |
| C1CCC(OCCN2CCN(CCOC3CCCCC3)CC2)CC1 | -6% | 3.8% | 0.3% | -2.1% | -22% | 26% | -2% | i | -18% |
| COc1cccc(CNC(=O)CN2C(=O)CSc3ccc(S(=O)(=O)N4CCOCC4)cc32)c1 | 5% | -1.8% | 0.2% | 0.1% | -4% | -16% | -6% | . | 8% |
| Cc1ccc(-c2cc(C(F)(F)F)n3ncc(C(=O)N4CCCc5ccccc54)c3n2)cc1 | 13% | -1.6% | 1.7% | 1.0% | -10% | -74% | 1% | i | 5% |
| CC(=O)C(Sc1ccc2nnc(-c3ccncc3)n2n1)C(C)=O | -3% | 1.3% | -0.1% | -1.9% | -6% | 20% | -1% | i | 11% |
| Cc1ccc(-n2c(SCC(=O)NCCN3C(=O)CSC3=O)nnc2-c2cccc(C)c2)cc1 | 15% | -0.4% | -0.1% | 0.1% | -31% | 24% | -7% | i | -38% |
| CCSc1nnc2c(Cl)cc(Cl)cn12 | -8% | -1.3% | 0.1% | 1.8% | 4% | -24% | 0% | i | -1% |
| CCOC(=O)c1ccc(-n2ncc(C(=O)OCC)c2N)cc1 | -7% | -2.3% | 0.3% | -1.0% | . | 6% | 0% | i | -5% |

Arranged by length of the SMILES (high to low): part of the list above
| molecule | AID2073 | KOR beta-arrestin-1 | West Nile virus CPE | HIV peptide binding | NOD1 inhibition | KOR beta-arrestin-2 | NS5 inhibitors | Yfh1-off respiration | HEK293 NOD2/NF-kB |
| --- | --- | --- | --- | --- | --- | --- | --- | --- | --- |
| COc1ccc(C(=O)NCc2ccc(S(N)(=O)=O)cc2)cc1[N+](=O)[O-] | 0% | 0.3% | 0.1% | -1.6% | -35% | 7% | -1% | i | -1% |
| O=C(CSc1nc2nccnc2c(=O)n1Cc1cccs1)Nc1ccccc1 | 3% | 1.4% | 0.7% | -0.8% | -14% | -29% | -1% | . | -5% |
| CCOC(=O)c1nn(-c2cccc(Cl)c2)c(C)c1C(C)=O | 2% | 14% | -0.5% | -2.0% | -2% | -14% | -2% | i | -5% |
